# Source: PubChem BioAssay (Johns Hopkins Ion Channel Center)
# Kir21 block = inhibitors of mouse Kir2.1 inward-rectifier potassium channel; 0.85% of 310,000 active; Inward rectifier potassium channel 2 (Mus musculus), P35561; B-score at 10 µM; HEK293-Kir2.1, FluxOR thallium flux fluorescence; hits give low values;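 active = fluorescence ratio B-score at or below minus 3 SD of library scores, with starting-brightness B-score within 2 SD, cut at about -4.2 in these data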;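 also: channel flux triggered by added potassium and thallium sulfate stimulus; B-score of peak minus minimum fluorescence over baseline after thallium stimulus; more negative B-score means stronger Kir2.1 block with less thallium influx; some compounds called inactive have numbers as strong as hits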
# KCNQ2 block = KCNQ2 potassium channel inhibitors, primary screen, cell-based, CHO-K1, FluxOR thallium flux, B-score (AID 2156); 1.1% of 310,000 active; 20 min; hits give low values; Potassium voltage-gated channel subfamily KQT member 2 (Rattus norvegicus), O88943; B-score at 10 µM;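 active = fluorescence ratio B-score at most minus 3 library SDs, with starting brightness B-score within 2 library SDs, cut at about -5.5 in these data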
# Target sequence (O88943 whole entry, looked up): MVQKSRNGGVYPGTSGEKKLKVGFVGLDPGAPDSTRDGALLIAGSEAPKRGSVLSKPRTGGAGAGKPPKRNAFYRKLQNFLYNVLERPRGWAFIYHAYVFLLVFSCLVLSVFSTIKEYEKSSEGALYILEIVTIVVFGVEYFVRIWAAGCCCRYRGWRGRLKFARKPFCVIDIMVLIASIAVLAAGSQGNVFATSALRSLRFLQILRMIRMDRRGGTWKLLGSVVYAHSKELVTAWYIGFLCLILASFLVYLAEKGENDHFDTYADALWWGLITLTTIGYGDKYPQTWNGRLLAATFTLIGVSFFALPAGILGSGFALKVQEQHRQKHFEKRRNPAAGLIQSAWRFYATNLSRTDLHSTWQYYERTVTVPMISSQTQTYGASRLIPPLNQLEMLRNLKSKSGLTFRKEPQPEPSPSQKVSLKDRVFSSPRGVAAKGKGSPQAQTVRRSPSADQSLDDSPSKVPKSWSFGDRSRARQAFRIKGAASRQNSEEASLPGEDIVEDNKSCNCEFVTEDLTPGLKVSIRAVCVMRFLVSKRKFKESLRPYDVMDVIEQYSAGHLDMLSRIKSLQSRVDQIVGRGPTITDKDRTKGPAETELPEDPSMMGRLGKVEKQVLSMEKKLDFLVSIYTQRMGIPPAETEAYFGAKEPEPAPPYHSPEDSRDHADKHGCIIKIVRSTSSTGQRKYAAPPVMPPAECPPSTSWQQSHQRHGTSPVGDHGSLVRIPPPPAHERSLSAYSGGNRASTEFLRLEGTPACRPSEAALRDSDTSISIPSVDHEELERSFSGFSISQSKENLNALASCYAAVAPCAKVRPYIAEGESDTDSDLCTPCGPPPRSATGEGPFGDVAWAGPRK
# An asterisk follows results filed as active; i = inactive.
SMILES,Kir21 block,KCNQ2 block
CCn1c(SCC(=O)N/N=C/c2cc(OC)c(OC)c(OC)c2)nc2ccccc21,0.68,i
CCCn1nc(C(=O)NC2CCCc3ccccc32)c2ccccc2c1=O (stereo not drawn),0.27,i
O=C(NCc1ccc(Cl)cc1)C1CCN(S(=O)(=O)c2cccnc2)CC1,0.57,i
Cc1ccc(S(=O)(=O)N2CCCCC2)cc1NC(=O)COC(=O)c1ccc2c(c1)OCO2,-1.52,i
BrC(=C\c1ccccc1)/C=N/N1CCN(c2ccccn2)CC1,0.73,i
Cc1ccc(F)cc1NC(=O)CCNC(=O)c1ccc([N+](=O)[O-])cc1,0.01,i
CCN(CC(=O)Nc1ccccc1C(F)(F)F)C(=O)CCS(=O)(=O)c1ccc(C)cc1,0.24,i
O=C(COc1ccccc1[N+](=O)[O-])N/N=C/c1ccncc1,-0.71,i
Cc1sc2ncn(CC(=O)N3CCN(c4ccccc4)CC3)c(=O)c2c1S(=O)(=O)N1CCOCC1,-0.78,i
COc1ccc(NC(=O)CCCNC(=O)c2ccc(Cl)cc2)c(OC)c1,1.59,i
CCOC(=O)C1(CCc2ccccc2)CCN(C(=O)CCn2cnnn2)CC1,0.17,i
Cc1[nH]c(=O)[nH]c1CN1CCCCC1,-0.07,i
Cc1ccc2c(C)[nH]c(=O)cc2c1,0.21,i
O=C(O)/C=C/C(=O)Nc1ccc(OCc2ccccc2)cc1,0.76,i
Cc1ccc(-n2c(=O)cc(N3CCC(C)CC3)[nH]c2=O)cc1,-0.45,i
C/C(CC(=O)Nc1ccc2c(c1)OCO2)=N\NC(=O)c1ccccc1N,1.1,i
N#Cc1ccc(-c2ccco2)nc1SCC(=O)c1ccc(Cl)cc1,-1.75,i
CCN(CC)S(=O)(=O)c1cc(C(=O)Nc2cc(C)on2)c(Cl)cc1Cl,-0.06,i
COc1ccc(/C=C(\NC(=O)c2ccccc2)C(=O)NCCC(=O)O)cc1,-0.01,i
COCCNc1ncnc2nc[nH]c12,0.72,i
COC(=O)c1cccc(NC(=O)NC(=O)c2ccccc2Cl)c1,1.86,i
Cc1cc(C)nc(NC(=O)CN2C(=O)c3ccccc3S2(=O)=O)n1,0.19,i
FC(F)(F)Oc1ccc(NC(=S)NCc2ccccc2)cc1,0.08,i
NC(=O)NCc1ccc(Cl)cc1,-0.07,i
COc1ccc(C(=O)N(CC2CCCO2)C(C(=O)NC2CCCC2)c2ccc(C)cc2)cc1OC (stereo not drawn),0.43,i
Cc1ccc(C)c(NC(=O)C(c2ccccc2)N2CCOCC2)c1 (stereo not drawn),0.38,i
C=CCNc1c2c(nc3ncnn13)CC(C)CC2 (stereo not drawn),-2.8,i
Cc1ccc(NC(=O)c2cc(S(=O)(=O)N3CCOCC3)cn2C)c(C)c1,0.87,i
Brc1cccc(Cn2c(-c3cncs3)nc3ccccc32)c1,-0.05,i
COc1ccccc1NC(=O)N(CCN1CCCC1)Cc1cc2cc(C)ccc2[nH]c1=O,1.57,i
CSc1nc(C)cc(OCCO)n1,-0.49,i
COC(=O)c1c(NC(=O)CN2C(=O)C(=O)N(CC(C)C)C2=O)sc2c1CCCCC2,1.59,i
COc1cc(CN2CCNC(=O)C2CC(=O)N(C)CCCN2CCOCC2)cc(OC)c1 (stereo not drawn),-0.08,i
CN(Cc1ccccc1)CC(O)COc1ccc(CNCCCOc2cccnc2)cc1 (stereo not drawn),-1.39,i
CCc1c(C)nc(N)n2c(SCC(=O)Nc3ccccc3)nnc12,-0.93,i
CCCCOC(=O)/C(=C/c1cn(C)c2ccccc12)NC(=O)c1ccc(OC)cc1,0.4,i
CC(=O)N1CC=C2C(C#N)=C(N)C(C#N)(C#N)C(CCc3ccccc3)C2C1 (stereo not drawn),-1.44,i
Cc1ccnc(Nc2nc(-c3sc(C)nc3C)cs2)c1,0.76,i
C/C(=N\NC(=O)C1CC1)c1ccc(C(C)(C)C)cc1,-1.17,i
COC(=O)c1ccc(NC(=O)c2ccc(NC(=O)C3CCCO3)cc2)cc1 (stereo not drawn),-1.13,i
COc1ccc(-n2c(SCC(=O)N3CCc4ccccc43)nnc2-c2c[nH]c3ccccc23)cc1,-0.26,i
CCN1CCN(C(=O)C2CCN(Cc3cc(Cl)ccc3O)CC2)CC1,-0.3,i
O=C1CN(C(=O)COC(=O)CNS(=O)(=O)c2ccccc2)c2ccccc2N1,0.96,i
Cc1ccc(CNC(=O)COC(=O)CSc2cc(C)c(Br)cc2C)cc1,-2.31,i
COc1ccc(NC(=O)Nc2ccccc2C(=O)N2CCCC2)cc1,0.38,i
CNC(=O)c1ccc(-c2sc3nc(N4CCOCC4)c4c(c3c2N)CC(C)(C)OC4)o1,1.74,i
Cc1cc(=O)[nH]c(Nc2cccc(Cl)c2C)n1,1.15,i
O=C1c2ccccc2NC(c2cccc([N+](=O)[O-])c2)N1O (stereo not drawn),-1.19,i
N/C(=N\OC(=O)CSc1ccccc1)c1ccncc1,-1.33,i
O=C(Nc1ccnn1C1CCN(C/C=C/c2ccccc2)CC1)c1ccccc1,-0.26,i
CCN(CC)S(=O)(=O)N1CCC(C(=O)NC2CCCc3ccccc32)CC1 (stereo not drawn),1.01,i
COc1ccc(/C=C/c2ccncc2)c2ccccc12,-2.63,i
COc1cccc(OCC(=O)N(C)Cc2nc(-c3cccc(C)c3)no2)c1,-0.16,i
COc1ccc(CC(=O)OCCN(C)C)cc1,-0.86,i
Cc1ccn2c(=O)cc(C)nc2c1,0.34,i
CCC(C)NC(=O)CSc1nc2ccccc2c(=O)n1Cc1ccc(OC)cc1 (stereo not drawn),0.27,i
COc1ccccc1-c1n[nH]c2c1[C@H](C)CC[C@H]2C(C)C,-5.83*,-10.1*
Cc1ccc(OCC(=O)N/N=C/c2cn(Cc3ccccc3)c3ccccc23)cc1,-1.03,i
Cc1cccn2c(=O)c3cc(S(=O)(=O)c4ccccc4)c(=N)n(Cc4ccco4)c3nc12,-0.03,i
CC(=O)c1ccc(NC(=O)CSc2nnc(-c3ccoc3C)n2Cc2ccccc2)cc1,0.01,i

# A different layout for 16 compounds above:
# Screens in order – Kir21 block, KCNQ2 block
CCN1CCN(C(=O)C2CCN(Cc3cc(Cl)ccc3O)CC2)CC1
  -0.3, i
O=C1CN(C(=O)COC(=O)CNS(=O)(=O)c2ccccc2)c2ccccc2N1
  0.96, i
Cc1ccc(CNC(=O)COC(=O)CSc2cc(C)c(Br)cc2C)cc1
  -2.31, i
COc1ccc(NC(=O)Nc2ccccc2C(=O)N2CCCC2)cc1
  0.38, i
CNC(=O)c1ccc(-c2sc3nc(N4CCOCC4)c4c(c3c2N)CC(C)(C)OC4)o1
  1.74, i
Cc1cc(=O)[nH]c(Nc2cccc(Cl)c2C)n1
  1.15, i
O=C1c2ccccc2NC(c2cccc([N+](=O)[O-])c2)N1O (stereo not drawn)
  -1.19, i
N/C(=N\OC(=O)CSc1ccccc1)c1ccncc1
  -1.33, i
O=C(Nc1ccnn1C1CCN(C/C=C/c2ccccc2)CC1)c1ccccc1
  -0.26, i
CCN(CC)S(=O)(=O)N1CCC(C(=O)NC2CCCc3ccccc32)CC1 (stereo not drawn)
  1.01, i
COc1ccc(/C=C/c2ccncc2)c2ccccc12
  -2.63, i
COc1cccc(OCC(=O)N(C)Cc2nc(-c3cccc(C)c3)no2)c1
  -0.16, i
COc1ccc(CC(=O)OCCN(C)C)cc1
  -0.86, i
Cc1ccn2c(=O)cc(C)nc2c1
  0.34, i
CCC(C)NC(=O)CSc1nc2ccccc2c(=O)n1Cc1ccc(OC)cc1 (stereo not drawn)
  0.27, i
COc1ccccc1-c1n[nH]c2c1[C@H](C)CC[C@H]2C(C)C
  -5.83*, -10.1*

# Remaining list, next part.
SMILES,Kir21 block,KCNQ2 block
COc1ccc(C(=O)N/C(=C\c2cn(S(=O)(=O)N(C)C)c3ccccc23)C(=O)N2CCN(C)CC2)cc1,-0.17,i
O=C1/C(=C\c2ccc(-c3ccccc3Cl)o2)SC(=S)N1CC1CCCO1 (stereo not drawn),-0.03,i
CC(=O)c1cccc(NC(=O)N2CCCC2C(=O)NCc2ccc(C)cc2)c1 (stereo not drawn),0,i
CC1=C(C(=O)Nc2ccc(F)cc2)C(c2ccncc2)C2=C(CCCC2=O)N1 (stereo not drawn),-0.75,i
CCCOc1cccc(C2C(C(=O)c3cc4ccccc4o3)=C(O)C(=O)N2c2cc(C)on2)c1 (stereo not drawn),-0.83,i
Cc1[nH]c(-c2ccc(F)cc2)cc1C(=O)N1CCN(c2ccccc2F)CC1,-0.54,i
CC(C)Cn1c(-c2cccs2)nc2nc3ccccc3nc21,0.17,i
O=C(CSc1nnc(CNc2ccc(F)cc2)o1)OC1CCCCC1,0.58,i
O=C(/C=C/c1cccs1)N1CCN(c2ccc(F)cc2)CC1,0.61,i
O=C(COC(=O)c1c(F)cccc1Cl)NC1CCCC1,-0.2,i
O=C(NCc1ccccc1)C(c1ccc(F)cc1)N(C(=O)c1csnn1)c1ccccc1 (stereo not drawn),-0.58,i
CC(C)n1nc(C(=O)Oc2cccc(Cl)c2Cl)c2ccccc2c1=O,-0.31,i
Fc1ccc(Sc2ccccc2CNC2=NCCN2)cc1,-3.99,i
CCc1ccc(CN(C)C(=O)CCc2nnc(COc3ccccc3)o2)cc1,-0.22,i
COc1ccc(-c2c[n+]3c(n2-c2ccccc2)SCC3)cc1OC,0.37,i
CCC(NS(=O)(=O)c1c(C)[nH]c(=O)[nH]c1=O)C12CC3CC(CC(C3)C1)C2 (stereo not drawn),-1.19,i
O=C(Cn1cccn1)c1ccccc1,-1.67,i
CC(C)(C)NC(=O)CN(Cc1cccnc1)C(=O)c1csnn1,0.88,i
COc1cccc2cc(C(=O)NCc3ccc(F)cc3)c(=N)oc12,1.07,i
CCc1nnc(NC(=O)CSc2nnc(-c3ccoc3C)n2-c2ccc(C)cc2)s1,0.75,i
O=c1cc(N2CCc3ccccc3C2)[nH]c(=O)n1-c1ccc(Cl)cc1,-0.01,i
COCCn1c(C)cc(C(=O)COC(=O)CNC(=O)c2ccccc2)c1C,-0.98,i
Cc1c(CC(=O)NCC(=O)NCC(=O)O)c(=O)oc2cc3c(cc12)CCC(C)(C)O3,-0.12,i
COc1ccc(NC(=S)N2CCN(Cc3cccc(F)c3)CC2)c(OC)c1,0,i
Cc1ccc(-c2n[nH]c3c2C(c2ccccc2)N(c2ccc(C(=O)O)cc2)C3=O)cc1 (stereo not drawn),1.65,i
Cc1ccccc1NC(=O)CSC(N)=O,-1.72,i
O=C(Nc1ccc(N2CCOCC2)nc1)c1c(F)cccc1F,0.06,i
O=S(=O)(c1ccc(Cl)cc1)n1ccc(-c2cccc(OCc3c(F)cccc3Cl)c2)n1,0.85,i
O=C(c1ccccc1)N(NC(=O)C(O)(c1ccccc1)c1ccccc1)c1cccc(F)c1,1.1,i
COc1ccc(OC)c(C(=O)NC(CC(N)=O)c2ccc(N3CCCCCC3)c([N+](=O)[O-])c2)c1 (stereo not drawn),-0.54,i
O=C(OCC(=O)c1c[nH]c2ccccc12)c1ccc([N+](=O)[O-])s1,-0.59,i
O=C1CC(c2ccc(Cl)cc2)n2nc(N3C(=O)c4ccccc4C3=O)nc2N1 (stereo not drawn),1.05,i
CCSc1sccc1C1C(C#N)=C(N)N(c2cccnc2)C2=C1C(=O)CC(C)(C)C2 (stereo not drawn),0.46,i
Cc1cc(C(=O)Nc2ccccc2C(F)(F)F)no1,0.07,i
CCc1nc(Nc2ccc3c(c2)OCO3)c2oc3ccccc3c2n1,0.02,i
CCOc1cc(C(=O)Nc2cc3c(cc2N2CCOCC2)n(C)c(=O)n3C)cc(OCC)c1OCC,2.36,i
CC(C)(C)C(=O)Nc1ncccc1C(O)c1cccc(C(F)(F)F)c1 (stereo not drawn),-0.41,i
O=C(COC(=O)C1CC(=O)N(c2ccccc2)C1)c1ccccc1 (stereo not drawn),0.93,i
COC(=O)c1ccc(C(C(=O)NC2CCCCC2)N(C(=O)Cc2cccs2)C2CC2)cc1 (stereo not drawn),0.23,i
CC1=NCCN1S(=O)(=O)c1cc([N+](=O)[O-])ccc1Cl,1.01,i
COc1ccc(C2CC(=O)c3cnc(NC(=O)c4ccco4)nc3C2)cc1 (stereo not drawn),-0.1,i
CCCSCCCNC(=O)Cn1cc2c(n1)CCC(C)C2 (stereo not drawn),0.83,i
Cc1[nH]nc(-c2ccc(O)cc2O)c1Oc1ccccc1,-0.91,i
CC1(C)Cc2c(ccc3ccccc23)-c2nnc(-c3cccnc3)n21,-2.56,i
NC(=O)C1CCN(C(=O)Cc2ccc(-c3ccccc3)cc2)CC1,-0.78,i
COc1ccccc1N(CC(O)COc1c(C)cc(C)cc1C)S(=O)(=O)c1ccccc1 (stereo not drawn),-0.34,i
CC(Cn1nnc2ccccc21)C(=O)O (stereo not drawn),-0.79,i
CC(=O)Oc1ccc(/C=C2/CCc3ccccc3C2=O)cc1,-0.65,i
COc1ccc(CC(=O)N/N=C(\C)c2cccs2)cc1OC,0.05,i
Cc1cc(-c2nnc(CCC(=O)NCc3cccc(C(F)(F)F)c3)o2)no1,0.36,i
CC(C)(C)c1ccc(S(=O)(=O)Nc2cccnc2)cc1,0.68,i
COc1cccc(NS(=O)(=O)c2ccc3[nH]cc(C(=O)N(C)Cc4ccco4)c(=O)c3c2)c1,0.1,i
N#CC(C#N)=Cc1ccccc1OCc1ccccc1,-0.68,i
Cc1ccc(C(=O)N/C(=C\c2ccccc2)C(=O)NCCCn2ccnc2)cc1,0.52,i
C=CCn1c(SCc2nc3cc(C(F)(F)F)ccc3c(=O)[nH]2)nc2sc(CC)cc2c1=O,0.06,i
CNC(=O)COC(=O)c1cc(=O)[nH]c2ccccc12,1.52,i
Cc1nc(C(Cl)(Cl)Cl)nc2[nH]ccc(=O)c12,1.02,i
